# Assay outcomes deposited in PubChem BioAssay by several laboratories.
# LYPLA2 inh: LYPLA2 inhibitors, primary screen, counter-screen for PME1 inhibitor project, biochemical, fluorescence polarization, FP-Rh probe ABPP; Acyl-protein thioesterase 2 (Homo sapiens), O95372; recombinant LYPLA2; inhibition, % at 5.9 µM; hit rate 0.38% among 320,000;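 active = inhibition above the screen-wide mean plus 3 SD, limit set per campaign, cut at about 26% in these data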;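 also: 0% = LYPLA2 with DMSO and 100% = wells lacking LYPLA2 enzyme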
# core dimer inh: inhibitors of HCV core protein dimerization, primary screen, biochemical, TR-FRET, high-throughput; TR-FRET GST/Flag-core106 dimerization, 1536-well; AID 1899, 2009; hit rate 0.33% among 300,000; inhibition, % at 5 µM;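 active = inhibition above the mean of all tested compounds plus 3 SD, set per screening campaign, cut at about 45% in these data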
#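 test system = GST/Flag-tagged HCV core106 proteins | probe or stimulus = Eu donor and XL665 acceptor anti-tag antibodies | times = compound-protein-antibody incubation 4 h at 22.5 °C | signal = TR-FRET, excitation 340 nm, emission 617 and 671 nm | measure = percent inhibition of core106 dimerization signal | controls = wells lacking GST-core106 and wells with excess unlabelled core106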
# TPT1 inhibitor: Candida albicans TPT1 enzyme inhibitors, primary screen, biochemical, fluorescence polarization. recombinant caTPT1, FP RNA substrate dephosphorylation. inhibition, % at 5 µM. hit rate 0.81% among 300,000. AID 1962, 2009;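 active = inhibition above the mean of all tested compounds plus 3 SD, set per screening campaign, cut at about 24% in these data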;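 also: plate controls were DMSO alone for no effect and ferristatin control at 100 nM for full effect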
# PP1 counter: PP1-alpha phosphatase inhibitors, primary screen, counter-screen for PP5 inhibitor project, biochemical, fluorescence, OMFP substrate, single point. Serine/threonine-protein phosphatase PP1-alpha catalytic subunit (Homo sapiens), P62136. purified PP1alpha. inhibition, % at 6.7 µM. hit rate 0.9% among 320,000. AID 2235, 2010;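 active = inhibition above the mean inhibition of all tested compounds plus 3 SD, computed separately for each screening campaign, cut at about 15% in these data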
# Target sequence (P62136 whole entry, looked up): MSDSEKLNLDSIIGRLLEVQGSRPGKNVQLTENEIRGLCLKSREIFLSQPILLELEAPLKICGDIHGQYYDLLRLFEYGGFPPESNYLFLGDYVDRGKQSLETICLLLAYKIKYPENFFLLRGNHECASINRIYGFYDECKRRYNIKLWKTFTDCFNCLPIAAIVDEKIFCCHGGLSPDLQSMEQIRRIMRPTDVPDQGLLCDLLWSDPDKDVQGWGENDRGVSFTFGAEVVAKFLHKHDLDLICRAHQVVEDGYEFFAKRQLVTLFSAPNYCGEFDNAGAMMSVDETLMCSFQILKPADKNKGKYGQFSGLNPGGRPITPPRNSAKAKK
# PP5 primary: PP5 phosphatase inhibitors, primary screen, biochemical, fluorescence; hit rate 0.18% among 320,000; purified PP5c, OMFP substrate fluorescence; inhibition, % at 6.7 µM; AID 1987, 2009;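 active = inhibition above the campaign's mean inhibition across all tested compounds plus 3 SD, cut at about 9.5% in these data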;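 also: 0% = DMSO only and 100% = 100 µM cantharidin control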
# GASC-1 inh: inhibitors of GASC-1 histone demethylase, primary screen, biochemical, fluorescence, DELFIA europium. Lysine-specific demethylase 4C (Homo sapiens), Q9H3R0. GST-JMJD2C(1-420) H3K9me3 demethylation. inhibition, % at 2.35 µM. hit rate 0.069% among 330,000. AID 2099, 2009;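 active = more than half of a compound's replicate wells show inhibition beyond 50%, single wells judged on their own value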;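 also: signal counts dimethyl H3K9 product captured on neutravidin plate; 0% = median of DMSO wells and 100% = 0.3 times that DMSO median; strong numbers were not always called active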
# PREPL inh: PREPL enzyme inhibitors, primary screen, biochemical, fluorescence polarization | Prolyl endopeptidase-like (Homo sapiens), Q4J6C6 | recombinant PREPL, fluorescence polarization activity-based probe | inhibition, % at 5.96 µM | hit rate 0.68% among 320,000 | AID 2751, 2010; in the data active = inhibition above about 43%;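 also: 0% = enzyme with DMSO and 100% = wells lacking enzyme; many of its hits are not listed in these tables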
# Target sequence (Q4J6C6 whole entry, looked up): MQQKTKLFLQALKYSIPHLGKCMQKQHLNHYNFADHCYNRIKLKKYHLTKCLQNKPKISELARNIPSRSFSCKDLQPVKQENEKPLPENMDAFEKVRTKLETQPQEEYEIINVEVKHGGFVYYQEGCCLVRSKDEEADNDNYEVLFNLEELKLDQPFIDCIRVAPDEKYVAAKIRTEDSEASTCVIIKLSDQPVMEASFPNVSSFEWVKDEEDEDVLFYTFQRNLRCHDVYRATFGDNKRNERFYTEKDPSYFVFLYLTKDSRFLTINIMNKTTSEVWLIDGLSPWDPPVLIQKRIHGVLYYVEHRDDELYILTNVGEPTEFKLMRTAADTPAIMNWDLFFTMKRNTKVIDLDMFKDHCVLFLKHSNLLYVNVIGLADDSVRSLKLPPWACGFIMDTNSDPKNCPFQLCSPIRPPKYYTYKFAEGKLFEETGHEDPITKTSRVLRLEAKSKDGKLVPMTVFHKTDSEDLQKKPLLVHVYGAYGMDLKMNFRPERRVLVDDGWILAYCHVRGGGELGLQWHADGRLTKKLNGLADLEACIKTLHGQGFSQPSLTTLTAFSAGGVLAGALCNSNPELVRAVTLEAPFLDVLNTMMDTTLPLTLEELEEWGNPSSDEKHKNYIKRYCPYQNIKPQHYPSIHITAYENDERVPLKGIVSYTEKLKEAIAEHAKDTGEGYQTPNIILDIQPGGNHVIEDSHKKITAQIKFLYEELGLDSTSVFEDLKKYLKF
# Efflux pump mplx: inhibitors of Candida efflux pumps in yeast, primary screen, S. cerevisiae, Nile Red, multiplex; hit rate 0.44% among 330,000; inhibition, % at 10 µM; S. cerevisiae Candida pump triplex;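 active = plate passing quality check with inhibition over a set limit, or well fluorescence over plate mean plus 4 SD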;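 also: Nile Red retained in pooled yeast measured as flow cytometry median fluorescence; 0% = buffer negative control and 100% = Enniatin B positive control; higher means more Nile Red kept so more efflux inhibition; some compounds called inactive have numbers as strong as hits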
# CTSL1 counter: Fasciola hepatica cathepsin L1 inhibitors, primary screen, counter-screen for PFM18AAP inhibitor project, biochemical, QFRET, fluorogenic peptide substrate; recombinant F. hepatica cathepsin L1, Z-Leu-Arg-MCA fluorescence; inhibition, % at 5.96 µM; hit rate 0.49% among 300,000; AID 1906, 2009;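 active = inhibition above the mean of all tested compounds plus 3 SD, set per screening campaign, cut at about 17% in these data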;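 also: 0% = plate median of test compound wells and 100% = 1 µM Z-Phe-Ala-diazomethylketone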
# * hit, by the source's call; / = no result given; & = joins results of further samples. The list is partial, so the mix of outcomes need not match the whole.
# Values in the order: LYPLA2 inh	core dimer inh	TPT1 inhibitor	PP1 counter	PP5 primary	GASC-1 inh	PREPL inh	Efflux pump mplx	CTSL1 counter
C=CCNc1nc2ccccc2nc1NS(=O)(=O)c1cccc(C)c1
 : -3	-4	1	-2	4.0	11	-9	0.5	-4
CCO/C(C)=C1\C(=O)N(CC)c2ccccc21
 : 5	-3	-2	-1	-0.1	-4	6	0.0	2
COC(=O)C1CSC(C(=O)OC)N1C(=O)CN1CC(C)OC(C)C1 (configuration not stated)
 : -1	0	3	-1	2.4	-2	3	-0.1	1
O=C(CCc1nnc2ccc(NCCCN3CCCC3=O)nn12)NCc1ccccc1Cl
 : -1	-8	-4	4	-1.1	-1	3	0.0	0
CCCC(=O)Nc1ccc2c(c1)c1ccccc1n2CC
 : 5	-8	-2	7	1.4	-10	5	-0.1	-1
Cc1cc(C(=O)COC(=O)C2=COCCO2)c(C)n1-c1ccc2c(c1)OCO2
 : -2	23	-2	2	0.9	-5	2	0.0	-4
Cc1ccc(/C=N/n2c(-c3ccco3)n[nH]c2=S)s1
 : -3	-1	-3	-3	-0.8	5	-3	-0.6	5
COCCn1c(=S)[nH]c2sc3c(c2c1=O)CCC(C)C3 (configuration not stated)
 : 1	-8	-1	3	0.6	-10	2	0.0	4
CCCN1CCN(CCCNC(=S)Nc2ccc(F)cc2)CC1
 : -2	1	0	-5	0.1	-8	6	-0.1	1
O=S(=O)(Nc1cccc(S(=O)(=O)N2CCCCCC2)c1)c1ccccc1
 : -3	7	-1	-1	2.1	1	-3	0.0	-3
CN1C(c2ccccc2)CC(=NO)CC1c1ccccc1 (configuration not stated)
 : 8	-6	-4	2	1.3	3	22	-0.1	5
O=C(Nc1cccc(S(=O)(=O)NC2=NCCCCC2)c1)c1cc(-c2ccco2)nc2ccccc12
 : -18	69*	2	17*	-0.7	4	-11	-0.1	2
CC(C)Oc1ccc(N2C(=O)c3ccccc3C2=O)cc1
 : -2	-4	-7	0	3.2	24	14	-0.1	1
COc1ccc(C(=O)Nn2c(CCC(=O)O)ccc2-c2ccc(C)cc2)cc1OC
 : 0	4	-5	-1	2.2	-5	-7	0.0	0
COC(=O)C1(Cc2cc(-c3ccccc3)no2)CCN(C(=O)OC(C)(C)C)CC1
 : 2	4	-2	2	1.1	-3	-2	-0.1	-1
CCOc1ccc(S(=O)(=O)NCCC(=O)OCC(=O)c2ccc[nH]2)cc1
 : 0	10	6	-1	-2.3	1	8	0.0	-4
CCNC(=S)N/N=C/c1ccc(F)cc1
 : 6	-2	1	3	-1.6	47	6	0.1	-3
Cn1c(=O)c2c(nc(CN3CCN(c4ccccc4)CC3)n2Cc2c(F)cccc2Cl)n(C)c1=O
 : 0	5	-1	2	0.0	13	15	0.3	-1
CCC(CC)C(=O)Nc1cccc(-c2ccc3nncn3n2)c1
 : -1	1	-2	0	-0.3	-15	6	0.0	4
NC(=O)c1cc2ccccc2o/c1=N/NC(=O)c1cccs1
 : -3	-6	2	-4	0.1	18	11	0.1	8
O=c1c2c(ncn2C2CCCC2)n(Cc2ccccc2)c(=O)n1CCOc1ccccc1
 : -6	11	-1	1	0.9	-4	7	0.0	6
Cc1onc(-c2ccccc2Cl)c1C(=O)Nc1ccc(Cl)cn1
 : 3	-5	-2	-4	0.6	-27	18	-0.1	-4
Fc1ccc(NC(=S)NCCc2ccccn2)cc1
 : 5	-7	1	7	3.2	-16	0	0.4	2
CCOc1cc(N2CCOCC2)c(OCC)cc1NC(=O)c1ccccc1
 : 1	-2	-3	-1	1.2	-4	3	0.1	3
COc1ccc(CNC(=O)c2cc(-n3cnnc3)ccc2Cl)cc1
 : -3	5	-4	0	3.4	-2	2	0.3	-1
CC(=O)Nc1ccc(S(=O)(=O)NCC(=O)OCC(=O)NC(=O)C2CCCCC2)cc1
 : 0	-5	-4	-1	0.1	-4	15	0.1	-20
COCCN(C(=O)CSc1nc2ccc(C)cc2[nH]1)c1c(N)n(Cc2ccccc2)c(=O)[nH]c1=O
 : 0	-4	-4	-5	0.7	-3	3	-0.1	-1
O=C(Cc1ccccc1)N/N=C/c1cccc([N+](=O)[O-])c1
 : 2	2	-1	0	1.0	-2	-3	0.0	0
O=[N+]([O-])c1ccc(-c2csc(N/N=C/c3cccnc3)n2)cc1
 : 1	28	-5	1	0.5	7	6	-0.1	2
COc1ccccc1C(=O)NC(=O)COC(=O)CCOc1ccc(C)cc1
 : 0	4	-1	-3	-2.8	9	-1	0.1	-16
CC(C)(C)N(NC(=O)OCc1ccccc1)C(=O)c1ccccc1
 : -2	-6	-5	2	3.2	-1	-3	0.0	1
CCOCCCNCC(=O)Nc1ccc(OC(F)(F)F)cc1
 : -11	-6	0	-4	-1.7	-10	7	0.1	7
COC(=O)c1ccc(C(=O)OC)c(NC(=O)COC(=O)CCOc2ccc(C)cc2)c1
 : 0	2	1	0	0.9	-1	9	0.1	1
COc1ccc(/C=N/NC(=O)CSCC(=O)Nc2ccccc2)cc1OC
 : -2	4	0	-3	-1.0	0	6	-0.1	6
CCOC(=O)C1(CC2CC2)CCN(Cc2ccc(OC)cc2F)CC1
 : -1	6	2	-6	2.2	13	-1	0.0	-2
Cc1ccc2nc(N3CCC(C(=O)O)CC3)nc(-c3ccccc3)c2c1
 : 4	19	-7	-4	0.5	8	-4	-0.1	-1
NNc1nc(-c2ccccc2)c2cc(Br)ccc2n1
 : -3	3	0	3	0.3	0	5	-0.1	2
Cc1ccc(CSc2nnc(SCC(=O)N/N=C/c3ccc(C(=O)O)cc3)s2)cc1
 : 11	7	-3	2	-0.9	4	-47	-0.1	-2
O=C(NC1CC1)C1CCC(=O)N1C1CCCC1 (configuration not stated)
 : -3	-10	-2	2	-0.2	9	7	0.2	-5
N#Cc1cc2[nH]c3ccccc3c2[n+](-c2ccc([N+](=O)[O-])cc2)c1N
 : 6	-2	3	-1	-4.1	10	9	0.1	-2
CCc1nnc(NC(=O)C2(C)COC(c3ccccc3)OC2)s1 (configuration not stated)
 : -3	-4	-2	-2	-0.3	10	3	0.1	1
CCCc1nc2c(sc3nc4c(cc32)COC(C)(C)C4)c(=O)n1CCN(C)C
 : 1	-3	-3	3	2.2	-12	1	-0.3	-1
O=C(CC1C(=O)NCCN1CCCc1ccccc1)NCCc1ccccc1F (configuration not stated)
 : 3	-13	-7	10	0.8	2	-4	0.4	3
O=C(Cc1ccccc1)Nc1ccccc1Oc1ccccc1
 : 0	1	-1	-2	3.3	-4	-6	-0.1	-3
COc1cccc(CN(C)CC2CCCN(CCc3ccccc3C)C2)c1 (configuration not stated)
 : -4	-15	-2	1	3.8	104	0	0.1	0
CCOC(=O)NC(=O)CSc1ccc(S(=O)(=O)N(C)C2CCCCC2)cn1
 : 4	/	/	3	2.2	1	-3	0.0	/
CC(=O)OC(C)C[N+](C)(C)C (configuration not stated)
 : 0	7	2	-1	0.6	-11&2	5	0.1	5
Cc1nn(-c2ccccc2)c(C)c1/C=N/NC(=O)c1cccs1
 : 3	-14	-6	2	3.9	0	13	-0.2	4
CCOc1ccc(S(=O)(=O)NCCC(=O)Nc2nnc(C)s2)cc1
 : 1	1	2	2	4.0	-8	1	0.0	0
Clc1ccc2nc(N3CCNCC3)nc(-c3ccccc3)c2c1
 : -4	0	-2	4	1.2	-6	-2	0.0	-4

# (next part)
# Values in the order: LYPLA2 inh	core dimer inh	TPT1 inhibitor	PP1 counter	PP5 primary	GASC-1 inh	PREPL inh	Efflux pump mplx	CTSL1 counter
CC(NC(=O)c1ccccc1N)c1ccccc1 (configuration not stated)
 : 9	-4	-3	-1	1.5	-3	10	-0.1	-1
COc1ccc(CNC(=O)COC(=O)c2[nH]c(C)c(C(C)=O)c2C)cc1OC
 : 5	/	/	-3	2.4	-1	11	-0.1	/
COc1cccc(C2C(C#N)=C(N)Oc3cc(N)ccc32)c1OC (configuration not stated)
 : -9	12	-2	-6	-3.0	8	12	0.0	-1
COC(=O)c1sccc1NC(=O)CSCCc1ccccn1
 : -3	-2	-3	-3	1.5	-1	-6	0.1	-1
c1ccc(CNc2ncnc3nc[nH]c23)nc1
 : 1	-6	1	1	1.7	-2	0	0.0	4
CCCOc1ccc(C(=O)Nc2c[nH]c(=O)[nH]c2=O)cc1
 : 2	1	-3	-1	0.5	-2	-3	-0.1	-1
O=C1/C(=C/c2ccncc2)SC(=S)N1Cc1ccccc1
 : 7	-1	-4	9	0.7	10	-15	0.0	-5
Cc1c(C(=O)O)cnc2c([N+](=O)[O-])cnn12
 : 4	-3	-2	-1	1.3	-3	10	-0.2	2
CN(c1ccccc1)S(=O)(=O)c1ccc(C(=O)Nc2nnc(C3CC3)o2)cc1
 : 5	4	-1	22*	-0.1	-6	-1	-0.1	-4
Cc1cc(C(=O)COC(=O)c2cc(Cl)ccc2N)c(C)n1Cc1ccco1
 : -8	33	5	2	1.8	-1	3	0.1	-1
COCCC(=O)N1CCC(n2nccc2NC(=O)CCc2ccccc2)CC1
 : 6	-3	1	1	0.7	3	-4	0.0	1
O=C(N/N=C/c1ccc(F)cc1)c1c(O)c2ccccc2[nH]c1=O
 : -3	0	1	-7	-0.8	-1	7	-0.3	-3
O=C(CSc1nc2ccccc2c(=O)n1NC(=O)Cc1ccccc1)NCc1ccccc1Cl
 : -8	3	-3	-1	4.9	1	-12	-0.1	-1
CCN(CC)C(=O)n1cnc(-c2ccccc2)c1-c1ccccc1
 : -2	-7	-1	1	3.0	10	12	0.2	1
CC(c1nnnn1C(C)(C)C)N(Cc1cccnc1)Cc1ccccc1Cl (configuration not stated)
 : -7	8	-1	3	3.4	2	2	0.1	-4
COc1ccc(C(=O)COC(=O)CCN=C2NS(=O)(=O)c3ccccc32)cc1OC
 : 3	-3	-5	-2	-0.7	3	16	-0.1	-1
COC(=O)c1ccc(NC(=O)COc2ccc(S(=O)(=O)NC(C)C)cc2)cc1
 : 4	-4	0	-3	3.9	-1	2	0.3	-3
Cc1ccc(-c2cc(C(=O)NNC(=O)c3csc(N4CCOCC4)n3)c3ccccc3n2)cc1
 : -4	/	/	10	1.1	16	2	0.0	/
COC(=O)c1ccc(CO/N=C/c2ccc(OC)cc2)o1
 : 3	-2	-1	-6	2.9	7	11	0.1	2
CCS(=O)(=O)N1CCCC(C(=O)Oc2ccc(Br)cc2)C1 (configuration not stated)
 : -5	-1	1	-1	2.7	-10	15	0.6	-9
Cc1ccc(NC(=O)C2CCCN2C(=O)c2cccs2)c(C)c1 (configuration not stated)
 : 2	-2	1	0	-2.2	-1	-2	0.2	0
CC1CCN(C2=NC(=O)/C(=C/c3cccc(O)c3)S2)CC1
 : -1	2	-2	-2	-1.2	0	-1	0.0	7
CC(NC(=O)c1ccco1)C12CC3CC(CC(C3)C1)C2 (configuration not stated)
 : 2	/	/	1	2.4	-11	-2	0.0	/
CO/N=C\c1cc(C(=O)c2ccc(Cl)cc2Cl)cn1C
 : -1	-2	-7	4	3.4	4	12	0.1	0
